GRK2 inh = blocks RNA aptamer binding to human GRK2. P25098. bead flow cytometry, FAM-aptamer displacement from GRK2. inhibition of aptamer binding, % at 10 µM. 0.59% of 330,000 active;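 active = inhibition of aptamer binding above 40%, roughly 3 SD of noise, on plates passing a quality check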;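 note: median bead fluorescence of bound FAM aptamer so fluorescent compounds give negative values; no value below 0 was filed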
Target sequence (P25098 whole entry, looked up): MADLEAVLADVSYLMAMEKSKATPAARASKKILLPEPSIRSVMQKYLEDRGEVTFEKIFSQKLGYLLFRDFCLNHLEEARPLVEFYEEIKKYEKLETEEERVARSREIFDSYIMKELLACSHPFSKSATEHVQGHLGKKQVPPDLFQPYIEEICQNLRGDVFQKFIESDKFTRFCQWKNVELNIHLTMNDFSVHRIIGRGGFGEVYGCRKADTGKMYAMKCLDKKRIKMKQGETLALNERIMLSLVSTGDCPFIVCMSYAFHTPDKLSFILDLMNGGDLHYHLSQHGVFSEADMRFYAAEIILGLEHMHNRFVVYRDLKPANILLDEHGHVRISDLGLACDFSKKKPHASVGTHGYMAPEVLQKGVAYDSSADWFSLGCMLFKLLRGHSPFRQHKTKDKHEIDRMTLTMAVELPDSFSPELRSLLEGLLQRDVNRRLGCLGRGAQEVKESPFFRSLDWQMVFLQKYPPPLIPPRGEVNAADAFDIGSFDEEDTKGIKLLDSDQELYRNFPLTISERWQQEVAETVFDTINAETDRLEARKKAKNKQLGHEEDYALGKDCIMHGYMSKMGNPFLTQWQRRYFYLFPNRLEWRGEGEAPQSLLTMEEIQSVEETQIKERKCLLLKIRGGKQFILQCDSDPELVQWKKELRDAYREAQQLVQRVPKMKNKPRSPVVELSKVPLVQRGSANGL
LAP4-GFP MLPCN = yeast TOR pathway LAP4-GFP modulation | S. cerevisiae LAP4-GFP multiplex, flow cytometry GFP, 3 h; median GFP as percent of DMSO wells | GFP response vs DMSO, % at 10 µM | 0.34% of 320,000 active | AID 2023;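 active = GFP response vs DMSO above a set limit, about the screen mean plus 3 SD, cut at about 150% in these data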
RPL19A TOR yeast = yeast TOR pathway RPL19A-GFP modulation; S. cerevisiae RPL19A-GFP strain, flow cytometry, 3 h; stronger effect = lower value; percent response vs DMSO, % at 10 µM; 0.3% of 330,000 active; AID 2025;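 active = percent response vs DMSO below 50%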;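 note: median channel GFP fluorescence of the barcoded RPL19A-GFP strain; ratio of sample median GFP to plate DMSO average so 100% = DMSO; lower means less RPL19A-GFP as with rapamycin TOR inhibition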
JMJD2C inh = inhibitors of human GASC-1 (JMJD2C) demethylase. inhibition, % at 2.35 µM. Q9H3R0. 0.069% of 330,000 active. GST-JMJD2C(1-420) H3K9me3 demethylation, DELFIA europium;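 active = more than half of a compound's replicate wells show inhibition beyond 50%, single wells judged on their own value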;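 note: signal counts dimethyl H3K9 product captured on neutravidin plate; 0% = median of DMSO wells and 100% = 0.3 times that DMSO median; strong numbers were not always called active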
Target sequence (Q9H3R0 1-420 limits assumed): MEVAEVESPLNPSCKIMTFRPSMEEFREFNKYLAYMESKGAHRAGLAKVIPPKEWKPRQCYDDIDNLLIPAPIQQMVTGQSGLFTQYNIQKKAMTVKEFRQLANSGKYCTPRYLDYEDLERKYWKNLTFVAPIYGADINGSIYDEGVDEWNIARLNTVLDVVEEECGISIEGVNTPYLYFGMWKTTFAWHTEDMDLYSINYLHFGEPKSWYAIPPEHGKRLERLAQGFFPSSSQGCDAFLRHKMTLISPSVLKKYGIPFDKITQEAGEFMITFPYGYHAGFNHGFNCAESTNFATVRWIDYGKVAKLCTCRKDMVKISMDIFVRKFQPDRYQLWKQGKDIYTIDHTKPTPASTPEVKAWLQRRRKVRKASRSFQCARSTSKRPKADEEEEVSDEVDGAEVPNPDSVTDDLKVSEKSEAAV
VLA-4 inh = inhibition in a human VLA-4 binding assay | P13612 | VLA-4 expressing cells, ligand binding flow cytometry | inhibition, % (about 7 µM as worked out from the volumes in the protocol) | 0.2% of 330,000 active | AID 2557; in the data active = inhibition above about 50%
AGP1-GFP MLPCN = yeast TOR pathway AGP1-GFP modulation. 0.02% of 320,000 active. S. cerevisiae AGP1-GFP multiplex flow cytometry, 3 h; GFP as percent of DMSO wells. GFP response vs DMSO, % at 10 µM;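 active = GFP response relative to DMSO above a set limit, near screen average plus 3 SD, cut at about 150% in these data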;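 note: median GFP channel fluorescence of the gated AGP1 strain per well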
CIT2-GFP yeast = modulators of TOR pathway CIT2-GFP in S. cerevisiae; 0.065% of 320,000 active; GFP response vs DMSO, % at 10 µM; S. cerevisiae CIT2-GFP strain, flow cytometry, 3 h; 100 means same as DMSO wells;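 active = GFP response relative to DMSO above a set limit, near the screen mean plus 3 SD, cut at about 150% in these data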;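 note: ratio of well median GFP fluorescence to mean of DMSO wells on the plate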
MEP2 TOR yeast = yeast TOR pathway MEP2-GFP modulation; S. cerevisiae MEP2-GFP strain, flow cytometry GFP, 3 h; 100% = DMSO control level; GFP response vs DMSO, % at 10 µM; 0.51% of 330,000 active; AID 2016;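 active = GFP response versus DMSO above a set limit, roughly screen mean plus 3 SD, cut at about 180% in these data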;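 note: median GFP fluorescence of the barcode-gated MEP2-GFP cells per well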
* hit, by the source's call; . = not tested or not shown; & = joins results of further samples. Rows are unselected; any-hit rate near 1.7%.

LAP4-GFP MLPCN	JMJD2C inh	VLA-4 inh	SMILES	RPL19A TOR yeast	CIT2-GFP yeast	GRK2 inh	MEP2 TOR yeast	AGP1-GFP MLPCN
86.0	-5.9	14.4	O=C(CNC(=O)c1cccc(F)c1)N/N=C/c1ccc(O)c([N+](=O)[O-])c1	107.4	109.2	0.0	110.0	99.4
95.9	-9.1	6.4	COCc1cc(C)nc(OCC(=O)N/N=C/c2ccc(-c3cc([N+](=O)[O-])ccc3Cl)o2)c1C#N	99.1	85.1	0.0	104.3	102.7
84.2	-2.9	-14.4	CCOC(=O)c1c(NC(=O)c2cccs2)sc2c1CCCC2	100.3	.	0.0	96.5	102.0
90.9	-9.4	-373.4	CCn1cc([N+](=O)[O-])c(C(=O)N2N=C(c3ccc(O)c(OC)c3)CC2c2ccccc2O)n1 (stereo unspecified)	99.7	103.3	1.0	95.8	93.8
103.7	1.5	-3.9	O=C(CN1C(=O)S/C(=C\C=C\c2ccccc2)C1=O)Nc1ccc(C(=O)O)cc1	96.2	103.9	0.0	100.0	104.7
102.7	4.1	9.5	O=c1c2c(nc3cc(-c4ccccc4)[nH]n13)CCS2	90.5	102.7	2.0	105.7	97.1
94.5	3.7	0.0	COc1ccc(CCC(=O)NC(C)C2CCCO2)cc1 (stereo unspecified)	103.5	102.5	11.0	106.9	103.3
102.0	-4.5	11.5	Cc1nnc(NC(=O)c2oc3ccccc3c2C)s1	89.5	91.8	0.0	92.0	89.2
104.5	-0.5	11.3	Cc1cccc(CN2CCN(C(c3ccccc3)c3ccc(Cl)cc3)CC2)c1 (stereo unspecified)	96.4	100.3	4.0	94.9	94.1
94.1	0.0	14.9	COc1ccc(OC)c(NC2=NC3(CCCC3)N=C(N)N2)c1	95.0	95.2	0.0	104.1	91.0
108.6	0.3	9.2	COC(=O)c1cccc(C(=O)N2CCCC(Nc3ccc(C)c(C)c3)C2)c1 (stereo unspecified)	102.9	104.1	1.0	107.0	109.0
99.4	3.5	-3.6	O=[N+]([O-])c1ccc(Cl)c(S(=O)(=O)Nc2cccc(-c3ccc(N4CCOCC4)nn3)c2)c1	98.8	97.8	1.0	97.5	98.7
96.3	0.9	14.0	CCCCC(C)n1[nH]c(=O)cc1N (stereo unspecified)	98.7	101.5	0.0	103.1	104.5
97.8	-2.8	14.6	CCOc1ccc(OCC)c(NC(=O)CN2CCN(c3cccc(C)c3C)CC2)c1	95.7	103.0	0.0	97.7	101.7
105.2	1.9	11.2	C[C@@H]1C(=O)O[C@H]2[C@H](O)[C@@]34[C@H]5C[C@@H](C(C)(C)C)[C@]36[C@@H](OC(=O)[C@@H]6O)O[C@@]4(C(=O)O5)[C@@]12O	102.7	105.1	0.0	108.4	101.0
96.8	-8.1	8.7	COc1cccc(CNC(=O)Cc2ccc(-n3c(=O)[nH]c4ccccc4c3=O)cc2)c1	95.0	95.1	3.0	101.8	100.2
97.7	1.1	7.4	Fc1ccc(-n2cnnn2)c(F)c1	102.6	96.4	0.0	105.5	105.7
107.1	-4.6	10.6	Nc1nnc(Cc2ccc(Cl)cc2)s1	102.8	102.1	0.0	103.1	101.9
94.9	-13.3	10.6	CN(CCC#N)C(=O)c1ccc(CNS(=O)(=O)c2ccc(F)cc2)cc1	96.2	96.5	0.0	98.4	94.4
102.2	-1.6	-3.6	Cn1c(=O)c2c(SCC(=O)N3CCN(c4ccccc4)CC3)nc(C3CC3)nc2n(C)c1=O	93.3	94.7	6.0	102.7	91.5
90.5	10.0	12.0	COc1ccccc1CNC(=O)CCCNC(=O)c1ccc(Cl)cc1	99.3	94.3	0.0	101.8	98.7
97.7	0.2	-5.2	O=C(Nc1ccc(O)cc1)c1ccc2c(c1)C(=O)N(Cc1cccnc1)C2=O	105.0	104.3	1.0	105.2	100.3
95.2	5.1	3.7	Cc1cccc(NN=C2c3ccccc3-c3ccccc32)c1	108.0	106.5	4.0	107.9	104.9
.	15.9	-0.1	CC(c1ccccc1F)n1cc(C(=O)NCCc2ccco2)nn1 (stereo unspecified)	88.8	79.3	2.0	88.5	85.4
95.7	3.0	7.1	Cc1cc(C)n(-c2cc(C(=O)O)cc(C(=O)O)c2)n1	95.0	85.0	0.0	95.4	95.9
97.2	75.2	6.1	O=C(CCC1CCCC1)NNC(=O)c1cc2ccccc2cc1O	99.3	103.1	1.0	109.6	103.3
99.8	.	6.8	CCN(C[C@H]1N[C@@](CC)(C(=O)OC)[C@H]2C(=O)N(C)C(=O)[C@@H]12)S(=O)(=O)c1ccccc1	105.9	101.3	2.0	105.8	106.8
93.5	0.1	-294.8	CN1/C(=C\C(=O)CN2C(=O)NC3(CCCCCC3)C2=O)C(C)(C)c2ccccc21	97.4	100.8	0.0	101.5	101.7
88.6	-1.9	-2.3	Cn1cc([N+](=O)[O-])c(C(=O)N2CCCCCC2)n1	108.3	95.0	1.0	98.3	100.8
94.8	-22.8	3.4	COc1ccccc1CN1CC(=O)N2CSC[C@H]2C1=O	104.0	97.9	3.0	104.4	92.5
102.9	10.7	12.0	CN(C)C(CNC(C(=O)Nc1ccc(F)cc1)c1ccccc1)c1ccccc1 (stereo unspecified)	94.5	107.9	0.0	94.9	98.0
110.6	2.0	8.9	CCN1CCN(c2ccc(S(=O)(=O)N3CCOCC3)cc2NC(=O)/C=C/c2ccc(C)cc2)CC1	96.7	97.7	0.0	110.5	101.4
94.4	33.1	-0.4	CCOC(=O)N1CCN(c2ccnc3cc(Cl)ccc23)CC1	103.6	105.3	0.0	100.3	103.7
106.7	-7.7	-17.1	Cc1csc(=O)n1CC(=O)OCc1nnc(-c2ccc(Cl)cc2)o1	97.7	96.6	1.0	100.7	104.2
112.4	10.1	5.2	O=C(Nc1n[nH]c(C(F)(F)F)n1)c1cccs1	101.2	104.9	3.0	102.3	94.7
96.0	-16.0	14.7	Cc1ccc(CNC(=O)COC(=O)CCC(=O)c2cccs2)cc1	93.0	92.4	0.0	101.0	97.7
130.7	5.7	4.7	Cc1ccccc1N1CC(C(=O)Nc2nnc(SCc3cccnc3)s2)CC1=O (stereo unspecified)	102.8	103.3	0.0	105.3	114.8
101.0	6.5	9.3	COc1cccc2cc(C(=O)N3CCN(C45CC6CC(CC(C6)C4)C5)CC3)c(=O)oc12	97.2	107.7	0.0	108.3	104.1
100.4	-2.4	2.3	Cc1ccc(CN2C3=NC(=O)CN3c3ccccc32)cc1	96.0	92.2	2.0	100.8	102.3
97.5	8.0	5.7	Cc1cc(-c2nnc(SCC(=O)Nc3cccc(F)c3)n2N)n[nH]1	97.2	100.6	5.0	108.8	104.3
98.4	1.9	-11.6	CCOC(=O)c1c(NC(=O)CSc2nnc(Cc3csc(N)n3)n2C)sc(C)c1C	93.5	101.3	3.0	96.4	97.3
90.3	2.5	41.1	CCc1nnc(NC(=O)c2ccc(OCc3c(C)noc3C)c(OC)c2)s1	97.8	97.0	0.0	103.8	98.3
100.7	2.6	8.8	CCOc1ccc(S(=O)(=O)n2ccc(C)n2)c2ccccc12	93.8	95.7	1.0	102.7	102.6
110.0	-4.0	8.0	Cn1c(C(=O)N2CCCC(Nc3ccc(F)cc3)C2)cc2ccccc21 (stereo unspecified)	111.2	110.8	1.0	114.5	116.6
91.4	-13.9	-0.5	COC(=O)C1(C)NC(c2ccc(C)cc2)C2C(=O)N(c3ccc(F)cc3)C(=O)C21 (stereo unspecified)	107.3	108.3	3.0	105.0	99.8
111.6	9.2	1.9	O=c1[nH]cnc2sc(-c3ccccc3)cc12	94.0	93.5	0.0	100.8	96.7
100.6	1.0	-8.5	COc1ccc(CC(=O)Nc2ccc3nc(SC)sc3c2)cc1OC	98.6	100.1	0.0	102.6	106.7
99.5	-14.2	-0.9	COCc1cc(C)nc(N/N=C/c2ccc(-c3cc(C(=O)O)ccc3Cl)o2)c1C#N	100.1	92.7	2.0	105.5	94.9

Complete entries as entered above. Order of screens: LAP4-GFP MLPCN | JMJD2C inh | VLA-4 inh | RPL19A TOR yeast | CIT2-GFP yeast | GRK2 inh | MEP2 TOR yeast | AGP1-GFP MLPCN
C[C@@H]1C(=O)O[C@H]2[C@H](O)[C@@]34[C@H]5C[C@@H](C(C)(C)C)[C@]36[C@@H](OC(=O)[C@@H]6O)O[C@@]4(C(=O)O5)[C@@]12O as listed: 105.2 | 1.9 | 11.2 | 102.7 | 105.1 | 0.0 | 108.4 | 101.0
COc1cccc(CNC(=O)Cc2ccc(-n3c(=O)[nH]c4ccccc4c3=O)cc2)c1 as listed: 96.8 | -8.1 | 8.7 | 95.0 | 95.1 | 3.0 | 101.8 | 100.2
CCN1CCN(c2ccc(S(=O)(=O)N3CCOCC3)cc2NC(=O)/C=C/c2ccc(C)cc2)CC1 as listed: 110.6 | 2.0 | 8.9 | 96.7 | 97.7 | 0.0 | 110.5 | 101.4
CN1/C(=C\C(=O)CN2C(=O)NC3(CCCCCC3)C2=O)C(C)(C)c2ccccc21 as listed: 93.5 | 0.1 | -294.8 | 97.4 | 100.8 | 0.0 | 101.5 | 101.7

Later entries
LAP4-GFP MLPCN	JMJD2C inh	VLA-4 inh	SMILES	RPL19A TOR yeast	CIT2-GFP yeast	GRK2 inh	MEP2 TOR yeast	AGP1-GFP MLPCN
98.6	-3.5	-40.9	Cc1sc2c(c1C)C(=O)NC(c1cccc(O)c1)N2 (stereo unspecified)	98.2	101.3	6.0	96.2	103.3
94.6	3.0	15.8	COc1ccccc1C1CC(c2ccc(NS(C)(=O)=O)cc2)=NN1C(=O)c1ccccc1 (stereo unspecified)	94.1	95.5	0.0	94.4	93.7
165.4*	-6.6	-3.6	O=C(c1ccc(Cl)c([N+](=O)[O-])c1)N1CCN(c2ccccc2)CC1	129.2	118.6	2.0	122.3	131.3
105.0	0.9	-8.3	COc1ccc(C2CC(c3ccc(Cl)cc3Cl)Nc3nc(N)nn32)cc1OC (stereo unspecified)	100.3	106.2	1.0	115.5	108.1
90.4	-2.5	8.4	CCn1c(SCC(=O)Nc2ccc3c(c2)OCO3)nnc1C1CC1	99.4	96.8	2.0	101.4	93.3
96.0	2.0	6.9	O=C(COc1ccc(Cl)cc1)NCc1ccc(F)cc1	105.2	96.8	0.0	109.5	108.5
92.8	-19.2	-9.2	O=C(NCc1ccc(F)cc1)C1CCN(S(=O)(=O)c2cccc3nonc23)CC1	99.0	98.9	4.0	104.1	99.4
91.5	.	15.6	CC1CCCCC1NC(=O)COC(=O)c1ccc2c(c1)NC(=O)CS2 (stereo unspecified)	92.9	86.0	1.0	93.0	96.4
98.2	0.1	-10.1	O=C(Nc1nc2ccc(Cl)cc2s1)[C@@H]1CCCN1C(=O)c1cccs1	96.0	101.9	5.0	94.9	102.0
98.1	6.7	1.5	CC1(C)CC(=O)C/C(=N/NC(=O)COc2ccc3ccccc3c2Br)C1	84.8	101.6	0.0	94.6	96.6
99.5	-23.0	-12.6	O=c1c(-c2ccco2)[n+]([O-])c2ccccc2n1OCc1ccccc1[N+](=O)[O-]	97.3	97.4	0.0	101.1	98.8
100.2	-8.7	10.0	O=C1OC[C@@H]2CCCN2C(=O)[C@@H](CC(=O)N(CCO)Cc2ccccc2)C/C=C\CC[C@H]1Cc1ccc(F)cc1	95.0	94.2	2.0	106.9	100.2
105.9	-1.8	7.4	CCNC(=O)N1c2ccccc2Sc2ccccc21	110.2	101.4	0.0	103.8	104.5
95.5	.	8.3	O=C(COC(=O)CCc1ccc(S(=O)(=O)N2CCOCC2)cc1)Nc1cccc(Cl)c1	98.3	97.9	1.0	97.6	98.9
102.4	57.4	27.8	CCOC(=O)C1CN(S(=O)(=O)c2ccccc2)C1	96.2	100.8	0.0	106.6	101.9
111.6	7.3	0.8	O=C(OCC(=O)N1CCN(c2ccccc2)CC1)c1cccc([N+](=O)[O-])c1	106.7	114.1	4.0	105.6	108.0
111.2&103.8	-0.9&-1.4	1.6&39.3	CCN(CC)CCOc1ccc(/C(=C(/Cl)c2ccccc2)c2ccccc2)cc1	102.6&96.6	90.7&79.3	0.0&0.0	98.6&88.0	91.6&82.8
104.4	1.5	7.6	O=C(Nc1ccncc1)c1cc(S(=O)(=O)N2CCCC2)ccc1Cl	104.0	104.6	2.0	105.7	105.2
